Screens as filed in PubChem BioAssay.
CatS block: inhibitors of human cathepsin S. P25774. recombinant cathepsin S, AMC dipeptide fluorescence, pooled mixtures. inhibition, %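 (tested at 5 µM per compound within 10-compound mixtures)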. actives 0.06% (n = 62,000). AID 501; in the data active = inhibition above about 32%, passing the limit was not always enough;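 also: 0% = enzyme without compound and 100% = blank without enzyme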
Target sequence (P25774 115-331 limits assumed): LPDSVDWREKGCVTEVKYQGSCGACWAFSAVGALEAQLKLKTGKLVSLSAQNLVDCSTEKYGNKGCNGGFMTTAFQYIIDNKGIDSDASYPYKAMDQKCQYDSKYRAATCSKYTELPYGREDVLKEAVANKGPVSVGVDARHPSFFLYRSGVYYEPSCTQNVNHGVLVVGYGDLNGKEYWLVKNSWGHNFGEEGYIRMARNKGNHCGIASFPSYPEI
CatG inh: blocks human cathepsin G enzyme activity. P08311. purified enzyme, AMC-tetrapeptide fluorescence, pooled mixtures. inhibition, % at 5 µM (by protocol). actives 0.2% (n = 62,000);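 active = inhibition above 20% in each of the two mixture wells holding the compound; inactive = inhibition of 20% or less in either well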;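 also: 0% = enzyme control without mixture and 100% = blank lacking enzyme; strong numbers were not always called active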
Target sequence (P08311 21-244 limits assumed): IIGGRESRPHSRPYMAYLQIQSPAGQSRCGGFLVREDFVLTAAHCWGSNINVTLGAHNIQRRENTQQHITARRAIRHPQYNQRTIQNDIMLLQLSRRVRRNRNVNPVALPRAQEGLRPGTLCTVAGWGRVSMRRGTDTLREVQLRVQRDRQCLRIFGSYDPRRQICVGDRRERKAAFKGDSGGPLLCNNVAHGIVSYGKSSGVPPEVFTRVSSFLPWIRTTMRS
C1s inh: blocks human complement C1s protease activity; P09871; purified C1s, fluorogenic AMC substrate, pooled mixtures; mean inhibition % of two 10-compound mixtures (stronger effect = higher value), % at 5 µM (by protocol); actives 0.16% (n = 62,000);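 active = inhibition above 20% in each of the two 10-compound mixture wells holding the compound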;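 also: 0% = enzyme wells lacking compound mixture and 100% = no-enzyme blank wells; some compounds called inactive have numbers as strong as hits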
HER2 expr 66K: lowers expression of human Her2 kinase | HER2 level % of control, % at 10 µM | P04626 | AID 645 | actives 0.69% (n = 65,000) | SKBR-3 HER2 protein level, AlphaScreen, 18-24 h; stronger effect = lower value;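 active = HER2 level under 5% of the carrier-only control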;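 also: 100% = DMSO carrier and 0% = 500 nM PU-H71 HSP90 inhibitor; lower value means stronger loss of Her2 protein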
CatB mixtures: human cathepsin B inhibition by mixtures; P07858; Purified cathepsin B, AMC dipeptide fluorescence, compound mixtures; inhibition, %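 (ten-compound pools at 5 µM per compound and 50 µM total)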; actives 0.06% (n = 62,000); AID 488; in the data active = inhibition above about 22%, passing the limit was not always enough;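 also: 0% = enzyme without compound and 100% = no enzyme blank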
ROCK2 inh: ROCK2 (human) kinase inhibition; inhibition, % at 6 µM; actives 0.35% (n = 60,000); purified ROCK2, Kinase-Glo ATP depletion luminescence;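 active = inhibition above the screen-wide mean inhibition plus 3 SD, cut at about 18% in these data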;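 also: plate controls were DMSO wells for no effect and Y-27632 control wells after no-enzyme background subtraction for full effect; many of its hits are not listed in these tables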
CatL inh: inhibitors of human cathepsin L; purified cathepsin L, fluorogenic substrate, fluorescence; actives 0.17% (n = 58,000); P07711; inhibition, %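 (tested at 10 µM)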; in the data active = inhibition above about 45%;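 also: 0% = enzyme with no compound and 100% = no enzyme blank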
Target sequence (P07711 114-288 limits assumed): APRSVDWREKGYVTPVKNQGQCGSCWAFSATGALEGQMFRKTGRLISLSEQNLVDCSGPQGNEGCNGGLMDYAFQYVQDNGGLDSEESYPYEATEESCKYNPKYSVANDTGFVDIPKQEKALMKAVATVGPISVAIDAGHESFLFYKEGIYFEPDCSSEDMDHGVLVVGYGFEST
Target sequence (P07711 292-333 limits assumed): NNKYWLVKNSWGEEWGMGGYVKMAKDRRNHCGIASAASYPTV
CatB inh: inhibitors of human cathepsin B. P07858. purified cathepsin B, fluorogenic substrate, fluorescence. inhibition, %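 (tested at 10 µM)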. actives 0.1% (n = 63,000); in the data active = inhibition above about 21%;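 also: 0% = enzyme with no compound and 100% = no enzyme blank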
PKA kinase inh: PKA (human) kinase inhibition; actives 0.1% (n = 65,000); PKA Kemptide phosphorylation, Kinase-Glo ATP luminescence; inhibition, % at 6 µM; P17612;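 active = inhibition above the screen-wide mean inhibition plus 3 SD, cut at about 21% in these data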; also: many of its hits are not listed in these tables
An asterisk follows results filed as active; . = not tested or not shown.

SMILES | CatS block | CatG inh | C1s inh | HER2 expr 66K | CatB mixtures | ROCK2 inh | CatL inh | CatB inh | PKA kinase inh
CCOc1ccccc1NC(=O)C1CCCN(S(=O)(=O)c2ccc(OC)c(C)c2)C1 (stereo not given) | 7 | 14 | 16 | 103 | 4 | 0 | 0 | 0 | -2
CN(C(=O)CSc1nc(N)nn1-c1ccccc1)c1ccccc1 | 4 | 3 | 5 | 102 | 4 | -1 | . | -2 | 5
O=C(c1ccccc1)c1cccn1CC(=O)N1CCN(c2ccc(F)cc2)CC1 | 5 | 8 | 11 | 80 | 5 | 5 | 5 | 3 | 0
O=C(CSc1ncnc2nc[nH]c12)N1CCOCC1 | -7 | -3 | -11 | 79 | -1 | 4 | . | 3 | 9
CC(C)C1Nc2ccc(S(N)(=O)=O)cc2C2C=CCC21 (stereo not given) | 9 | -6 | -42 | 83 | 1 | 0 | 15 | 8 | 5
COc1ccc(-n2c(SCc3nnc(-c4ccccc4)o3)nnc2-c2ccccc2)cc1 | 4 | -1 | -6 | 105 | 3 | 2 | 9 | -3 | 0
CC(=O)c1cc(-c2ccc(F)cc2)n(CC(=O)NCc2cccs2)c1C | 10 | 2 | 0 | 89 | -3 | 4 | 7 | -3 | 12
O=C(Nc1nc(-c2cccs2)cs1)c1ccc(Cl)s1 | 0 | -5 | -27 | 44 | -5 | 0 | 10 | 0 | 8
CCc1cccc(NC(=O)c2snc3c(=O)[nH]cnc23)c1 | -8 | 0 | -2 | 81 | -3 | -7 | -7 | -3 | -4
Cc1cccc(OC(C)C(=O)N(Cc2cccs2)C2CCS(=O)(=O)C2)c1C (stereo not given) | 14 | -2 | -40 | 80 | -1 | 0 | -4 | 0 | -2
Cc1ccc2c(c1)nnn2C1CCN(C(=O)c2cccs2)CC1 | 3 | -13 | -19 | 75 | 12 | -6 | -11 | 4 | 3
COc1ccc2c(c1OC)C(=O)N1c3ccccc3C(=O)N(c3ccccc3F)C21 (stereo not given) | . | . | . | 118 | . | 9 | -4 | 1 | 4
CCCC1=C(C(=O)OCC)C(c2ccccc2OC)NC(=O)N1 (stereo not given) | 7 | -11 | -17 | 132 | 2 | -3 | 19 | 6 | 2
CC(=O)Nc1ccc(NCC(O)COc2ccccc2)cc1 (stereo not given) | 10 | 10 | 5 | 108 | -3 | -13 | 7 | 7 | 1
O=S(=O)(NCC1CCCO1)c1ccc(Cl)c(C(F)(F)F)c1 (stereo not given) | -3 | 7 | -7 | 102 | -1 | 5 | 0 | 2 | 2
CCCCn1c(SCC(=O)c2ccc3c(c2)OCCO3)nnc1-c1ccco1 | -12 | -1 | -25 | 82 | 0 | -8 | 8 | 2 | -5
S=c1nc(-c2ccccc2)n(CCCN2CCOCC2)c2c1CCCC2 | 5 | -3 | 0 | 89 | -1 | . | -4 | 2 | -7
O=C(Nc1cccc(O)c1)c1ccc(Br)cc1 | 1 | 0 | -27 | 146 | 4 | -7 | . | . | -1
O=C(c1ccco1)N1CCN(C(=O)c2cccc3c2C(=O)N(C2CCCCC2)C3)CC1 | -2 | 6 | -4 | 86 | 1 | 4 | 5 | 0 | 7
COc1ccc(Cl)c(NC(=O)NCCN2CCN(c3ccccc3)CC2)c1 | 3 | 6 | -1 | 96 | -3 | 1 | -2 | 1 | 0
COc1ccccc1C1/C(=C(/O)c2ccc(C)cc2)C(=O)C(=O)N1CCN1CCOCC1 (stereo not given) | -2 | 0 | -4 | 79 | 4 | -1 | -6 | 3 | 3
O=C(O)CSc1nnc(C2CC2)n1-c1ccccc1 | 0 | 14 | 15 | 123 | 6 | 3 | -8 | 6 | -4
C/C(N)=C(/C#N)C(=O)CSc1nc2cc(Cl)ccc2s1 | -3 | 8 | 9 | 135 | 3 | 12 | 0 | 5 | 12
Cc1oc(CSCC2CCCO2)cc1C(=O)O (stereo not given) | -5 | 3 | -22 | 86 | 1 | 4 | -4 | -2 | 8
Cc1ccc(Cl)cc1NC(=O)c1ocnc1C | 6 | 10 | 1 | 125 | 2 | . | 9 | -3 | 4
CCCCSc1nc(O)c(C2OC(=O)c3c2ccc(OC)c3OC)c(=O)n1C (stereo not given) | . | . | . | 106 | . | 0 | 11 | 0 | -3
COc1ccc(CNC(=O)CCn2c(=O)oc3ccccc32)cc1 | 3 | 9 | 16 | 101 | 5 | -1 | 5 | 3 | -4
Cc1ccnc(NS(=O)(=O)c2ccc(NS(=O)(=O)Cc3ccccc3)cc2)n1 | 6 | 2 | -1 | 109 | 6 | . | 21 | 2 | -4
Cc1cc(=O)n2nc(-c3ccccc3)sc2n1 | 0 | 8 | -20 | 104 | 4 | -1 | 7 | -3 | 6
CCCCn1nnc(NC(=O)c2cc3ccccc3o2)n1 | 6 | 5 | 1 | 52 | -2 | 1 | -5 | -3 | -2
CC(NC(=O)C1CCC1)c1ccccc1 (stereo not given) | 2 | 11 | 15 | 104 | 5 | 2 | -3 | 3 | 1
CCOC(=O)CNC(=O)Cn1cnc2c(nnn2-c2cccc(Cl)c2)c1=O | 8 | 0 | -12 | 122 | 6 | 10 | 8 | 10 | 1
CC1(C)Cc2ccccc2-c2nc3ccccc3c(=O)n21 | 11 | -3 | -25 | 95 | 3 | -4 | . | . | 7
COC(=O)c1ccccc1NC(=O)CSc1nnc(C(CO)NC(=O)c2ccccc2)n1C (stereo not given) | -4 | 10 | 16 | 97 | 1 | 0 | 10 | -1 | -3
COc1cccc(-c2nnc(SCC(=O)Nc3ccc4c(c3)OCCO4)n2Cc2ccco2)c1 | -9 | 6 | 4 | 92 | 2 | 14 | -7 | 0 | 10
O=c1cc(-c2ccccc2)nc2nc(-c3ccccc3)[nH]n12 | 27 | 10 | 44* | 82 | 4 | 3 | 9 | 0 | -5
CCC(C)Sc1nc2c(c(=O)[nH]c(=O)n2C)n1Cc1ccc(Cl)cc1 (stereo not given) | -10 | 8 | 10 | 97 | 3 | 5 | 6 | 1 | 12
CCOc1ccc(NC(=O)CCC(=O)OC)cc1 | 0 | 7 | 3 | 136 | 3 | 7 | 9 | 0 | 8
CN1CC=C2C(C#N)=C(N)C(C#N)(C#N)C(c3cccc(Cl)c3Cl)C2C1 (stereo not given) | 5 | 12 | -2 | 35 | -8 | 5 | 0 | 3 | 10
Cc1cccc2cc(C(c3nnnn3CC3CCCO3)N3CCCC4(CCCCC4)C3)c(=O)[nH]c12 (stereo not given) | 15 | -2 | -3 | 95 | 4 | 5 | 17 | 7 | 8
CC(C)(C)c1ccc(NC(=O)NCc2ccco2)cc1 | 3 | 5 | -12 | 74 | 4 | 5 | . | 4 | 4
C=CCc1ccccc1OCCn1ccnc1 | 6 | 15 | 17 | 96 | 5 | 0 | 10 | 3 | -4
COc1ccc(C2(CNC(=O)CCC(=O)O)CCCC2)cc1 | 8 | 10 | -3 | 107 | -9 | 5 | 14 | 2 | 8
Cc1csc2nc(CCNS(=O)(=O)c3cccs3)cn12 | -5 | -2 | -43 | 93 | 4 | 5 | -6 | -2 | 2
COc1ccccc1C(=O)Nc1ccc2oc(-c3ccc(F)cc3)nc2c1 | 1 | 4 | -3 | 67 | -1 | -4 | -22 | -2 | -6
C=CCn1c(NC(=O)c2ccc(C)cc2)c(C#N)sc1=N | -5 | 8 | 13 | 82 | 0 | 8 | 2 | 4 | 7
Cc1ccc(C)c(-n2c(Cc3cc(=O)[nH]c(=O)[nH]3)nnc2SCC(=O)NCc2ccco2)c1 | 34 | -38 | 2 | 78 | 6 | 6 | 6 | 8 | 16
Cc1cccc(C2CC(c3ccc(Br)cc3)Nc3nc(N)nn32)c1 (stereo not given) | 56 | 8 | -4 | 104 | 49 | . | 10 | 0 | .
CC12CCCCN1CCCc1c2[nH]c2ccccc12 (stereo not given) | 1 | 0 | -1 | 111 | -4 | 7 | -5 | 1 | 6
Cc1ccc(-c2cc(C(=O)NCc3ccc4c(c3)OCO4)no2)cc1 | 4 | -36 | 1 | 135 | 5 | 5 | 2 | -4 | 5

Structures listed so far shown as hits in C1s inh:
SMILES | CatS block | CatG inh | C1s inh | HER2 expr 66K | CatB mixtures | ROCK2 inh | CatL inh | CatB inh | PKA kinase inh
O=c1cc(-c2ccccc2)nc2nc(-c3ccccc3)[nH]n12 | 27 | 10 | 44* | 82 | 4 | 3 | 9 | 0 | -5

Next section:
SMILES | CatS block | CatG inh | C1s inh | HER2 expr 66K | CatB mixtures | ROCK2 inh | CatL inh | CatB inh | PKA kinase inh
COc1ccccc1CNC(=O)COC(=O)c1ccc(S(=O)(=O)N2CCCC2)cc1 | 8 | 0 | -17 | 94 | -3 | 0 | 2 | 1 | -5
O=C1CCCC2=C1C(c1ccco1)Nc1ccc3ccccc3c12 (stereo not given) | 1 | -4 | -32 | 95 | -9 | -1 | -26 | -3 | 5
COC(=O)c1ccc(NC(=O)Cn2nc(SC)n(N)c2=S)cc1 | -1 | 1 | -14 | 167 | 1 | . | 9 | 5 | 8
O=S(=O)(NC1CCCC1)c1ccccc1Cl | 0 | 12 | 12 | 117 | 3 | 2 | 7 | 1 | 4
Cc1cc(C(=O)CSc2nnc(-c3cccs3)n2Cc2ccccc2)c(C)n1C | -4 | -8 | 0 | 88 | 22 | 3 | . | -2 | 8
COc1cccc(-n2cc3c(=O)n(C)c(=O)n(C)c3c2)c1 | -3 | 10 | 16 | 116 | 3 | 2 | -5 | -1 | 0
O=S(=O)(c1ccc2c(c1)OCCO2)N1CCC(n2nnc3cc(C(F)(F)F)ccc32)CC1 | 4 | 5 | 10 | 67 | 1 | 8 | 10 | 3 | 10
O=C(O)c1ccc(OCCn2ccnc2)cc1 | . | . | . | 60 | . | -2 | 18 | 4 | 3
CCOc1ccc(-c2cc(C(=O)N3CCN(C)CC3)c3ccccc3n2)cc1 | -6 | 8 | -14 | 124 | 4 | -5 | -26 | 1 | -1
CN(C)c1oc(COc2ccccc2F)nc1C#N | 1 | 3 | -51 | 113 | -9 | 8 | 12 | 0 | 5
Cc1ccc2cc(CCNC(=O)CC(C)(C)C)c(=O)[nH]c2c1C | -4 | -2 | -1 | 106 | 1 | -2 | -2 | -2 | 0
Cc1nn(C)c(C)c1S(=O)(=O)N1CCC(C(=O)NC2CCCCCC2)CC1 | -6 | 7 | 2 | 97 | 2 | -1 | . | 0 | -6
COc1ccc(OC)c(C(c2nnnn2C2CCCC2)N2CCc3ccccc3C2)c1 (stereo not given) | 11 | 12 | 7 | 105 | 5 | 7 | 10 | 0 | 9
CC(C)OC(=O)C(C#N)c1nc2ccccc2nc1N1CCN(Cc2ccccc2)CC1 (stereo not given) | 0 | 8 | 10 | 101 | 1 | 6 | 10 | -2 | 6
COc1ccc(-n2c(=O)c3c4c(sc3n(CC(=O)NCc3ccco3)c2=O)CCC4)c(OC)c1 | -12 | 3 | -32 | 101 | 0 | . | -9 | 3 | 2
COc1ccc(-c2cc(-c3cccs3)c(C#N)c(SCC(=O)NCc3ccco3)n2)cc1 | -1 | -3 | -10 | 27 | 2 | 3 | -17 | 2 | 15
O=C(COc1ccccc1O)Nc1ccc(Cl)cc1 | 8 | -5 | -5 | 99 | -3 | 6 | 7 | -4 | 8

At a glance, some entries already given:
SMILES | CatS block | CatG inh | C1s inh | HER2 expr 66K | CatB mixtures | ROCK2 inh | CatL inh | CatB inh | PKA kinase inh
COc1ccc(OC)c(C(c2nnnn2C2CCCC2)N2CCc3ccccc3C2)c1 (stereo not given) | 11 | 12 | 7 | 105 | 5 | 7 | 10 | 0 | 9
CC(C)OC(=O)C(C#N)c1nc2ccccc2nc1N1CCN(Cc2ccccc2)CC1 (stereo not given) | 0 | 8 | 10 | 101 | 1 | 6 | 10 | -2 | 6
COc1ccc(-n2c(=O)c3c4c(sc3n(CC(=O)NCc3ccco3)c2=O)CCC4)c(OC)c1 | -12 | 3 | -32 | 101 | 0 | . | -9 | 3 | 2
COc1ccc(-c2cc(-c3cccs3)c(C#N)c(SCC(=O)NCc3ccco3)n2)cc1 | -1 | -3 | -10 | 27 | 2 | 3 | -17 | 2 | 15
O=C(COc1ccccc1O)Nc1ccc(Cl)cc1 | 8 | -5 | -5 | 99 | -3 | 6 | 7 | -4 | 8

Only part of the results is shown (hit frequency here may not be typical).
